Mtb RmlCD inh – M. tuberculosis RmlC/RmlD inhibition; P9WH09+P9WH11; RmlC+RmlD coupled enzyme assay, percent inhibition; primary screen in compound mixtures; inhibition, % at 3.6 µM; 160,000 tested, 0.03% active; AID 1533; in the data active = inhibition mostly above about 34%, no sharp cut-off; note: some results filed as inactive read as strong as hits
Target sequence (P9WH09 whole entry, looked up): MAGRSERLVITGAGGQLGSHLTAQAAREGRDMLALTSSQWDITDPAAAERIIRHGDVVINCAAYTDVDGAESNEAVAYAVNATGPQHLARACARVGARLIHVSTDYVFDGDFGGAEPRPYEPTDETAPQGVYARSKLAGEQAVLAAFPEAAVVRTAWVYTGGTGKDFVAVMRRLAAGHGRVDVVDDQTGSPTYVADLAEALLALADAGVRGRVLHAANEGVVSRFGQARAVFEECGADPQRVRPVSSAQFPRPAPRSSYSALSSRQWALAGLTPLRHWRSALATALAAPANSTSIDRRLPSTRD
Target sequence (P9WH11 whole entry, looked up): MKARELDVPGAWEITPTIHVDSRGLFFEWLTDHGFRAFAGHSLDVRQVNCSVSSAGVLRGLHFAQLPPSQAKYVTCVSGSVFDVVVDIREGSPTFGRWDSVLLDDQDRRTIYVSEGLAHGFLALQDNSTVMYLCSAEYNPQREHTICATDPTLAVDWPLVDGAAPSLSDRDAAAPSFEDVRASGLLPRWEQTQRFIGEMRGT
M. tuberculosis GlmU – inhibition of mycobacterial GlmU enzyme – biochemical, glucosamine-1-phosphate acetyltransferase (AID 1376). 220,000 tested, 0.25% active. M. tuberculosis GlmU acetyltransferase enzyme assay; higher % means a stronger effect. one-dose inhibition, %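 (tested at 30 µM in the primary screen)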; IC50 in µM for titrated hits; in the data active = inhibition above about 13%;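 note: 0% = complete reaction with vehicle and 100% = reaction without substrate; strong numbers were not always called active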
* marks the source's active call; other numbers are inactive results; / = no result given. Not all compounds are listed; count on the stated rates, not on these rows.

Under each structure – Mtb RmlCD inh | M. tuberculosis GlmU
COc1ccc(NC(=S)N2CCN(Cc3ccccc3)CC2)c(OC)c1
→ -8.7 | 2.2%
CC(C)c1ccc(CNc2nc3nc4c(c(=O)n3[nH]2)CCC4)cc1
→ / | 1.6%
CN(C)c1ccc(C(=O)c2ccccc2)cc1
→ -4.5 | 0.1%
COC(=O)C1CCN(C(=O)CCCOc2ccccc2)CC1
→ -5.0 | 1.7%
Cc1cccc(Oc2c([N+](=O)[O-])c(=O)n(C)c3ccccc23)c1
→ 9.1 | 8.7%
CC(=O)c1ccc(N2CCN(C(=O)Cc3cccs3)CC2)cc1
→ -4.8 | -2.1%
O=C(c1ccccc1)N1CCC(c2nc(-c3ccc(S(=O)(=O)NCC4CCCO4)cc3)no2)CC1 (configuration not stated)
→ / | 1.5%
Cc1c([C@H]2[C@@H](CC#N)C2(C)C)c2ccccc2n1C
→ -10.6 | -0.8%
Cn1cccc1C(=O)OCC(=O)Nc1cc(C(C)(C)C)nn1-c1ccccc1
→ / | -0.4%
CCC(=O)NC(=S)NNC(=O)c1ccc(OC)cc1
→ -1.5 | 3.2%
S=C(NCc1ccco1)Nc1ccc(Cl)c(Cl)c1
→ / | -0.3%
C=CCn1c(SCC(=O)NCc2ccc3c(c2)OCO3)nc2scc(-c3ccccc3)c2c1=O
→ -2.2 | -6.6%
N#CCCn1cc(C(=O)Nc2ccc(C(=O)O)cc2)c(-c2ccc([N+](=O)[O-])cc2)n1
→ 7.0 | 3.5%
COc1ccc(CCn2cc(C#N)c(=O)[nH]c2=O)cc1OC
→ / | -3.7%
O=C(c1ccccc1F)N1CCN(Cc2ccccc2F)CC1
→ 9.8 | -1.6%
Nc1ccc(-n2ccnc2)cc1
→ / | -3.6%
COC(=O)c1cc(S(=O)(=O)N(C)C2CCCCC2)oc1C
→ -2.2 | -2.8%
O=C1N/C(=N\N=C\c2cccs2)SC1Cc1cccc(Cl)c1Cl (configuration not stated)
→ -6.9 | 0.3%
Cn1ncc(Cl)c1C(=O)N1CCc2ccccc21
→ / | -6.7%
CC(=O)Nc1ccc(S(=O)(=O)N2CCN(c3cnn(C)c(=O)c3Cl)CC2)cc1
→ -10.1 | 5.8%
CN(C)c1ccc(C2C3=C(CCCC3=O)OC3=C2C(=O)CCC3)cc1
→ 27.2 | 2.9%
Cc1cc(C)c(C(=O)CSc2nc(C)cc(C)c2C(N)=O)c(C)c1
→ -11.2 | -1.2%
CCOC(=O)CCNC(=O)Nc1ccc2nc(C)n(Cc3ccccc3Cl)c(=O)c2c1
→ / | -0.2%
COc1ccc(NC(=S)N(Cc2cccc(Br)c2)CC2CCC(C(=O)O)CC2)cc1 (configuration not stated)
→ / | 6.3%
CCc1ccc(-c2ccc(C(=O)O)c(C)n2)cc1
→ / | 1.4%
COc1ccc(-c2nc3ccccc3c(=O)n2NC(=S)N(C)C)cc1
→ 7.3 | 2.5%
COc1ccc(NC(=O)N(C2CCCCC2)C2CCN(C(C)C)CC2)c(OC)c1
→ 9.7 | 2.4%
COCCCN1C(=O)C(O)=C(C(C)=O)C1c1cccc(F)c1 (configuration not stated)
→ 8.2 | /
CN1C(=O)SC(Nc2ccccc2)C1=O (configuration not stated)
→ / | 0.2%
CCOC(=O)c1cc2occc2n1CC(=O)Nc1ccc(OC)cc1OC
→ 7.2 | 5.1%

Arranged by heavy-atom count (high to low): part of the list above
Under each structure – Mtb RmlCD inh | M. tuberculosis GlmU
CCOC(=O)CCNC(=O)Nc1ccc2nc(C)n(Cc3ccccc3Cl)c(=O)c2c1
→ / | -0.2%
COc1ccc(NC(=S)N(Cc2cccc(Br)c2)CC2CCC(C(=O)O)CC2)cc1 (configuration not stated)
→ / | 6.3%
CCOC(=O)c1cc2occc2n1CC(=O)Nc1ccc(OC)cc1OC
→ 7.2 | 5.1%
CN(C)c1ccc(C2C3=C(CCCC3=O)OC3=C2C(=O)CCC3)cc1
→ 27.2 | 2.9%
CCc1ccc(-c2ccc(C(=O)O)c(C)n2)cc1
→ / | 1.4%

The results go on.
Under each structure – Mtb RmlCD inh | M. tuberculosis GlmU
COc1ccc(NCc2nn(CC(=O)c3ccc(Br)cc3)c3[n+]2CCCCC3)cc1
→ -7.0 | -9.4%
COc1ccc(C(=O)NCc2cc(C)nc3ccccc23)cc1
→ -9.0 | 8.4%
CCOC(=O)NC(=O)COC(=O)CCCc1nc2ccccc2s1
→ 8.7 | -7.1%
O=C(COC(=O)c1ccc(F)cc1F)Nc1ccc2[nH]c(=O)[nH]c2c1
→ 5.1 | 2.4%
CCC(=O)Nc1cc(C)c(OC)c(C)c1
→ / | -5.8%
CCOC(=O)C1Nc2c(F)cc(C)cc2C2C=CCC12 (configuration not stated)
→ / | 3.5%
Cc1ccc(-c2nc(N)sc2CC(=O)OCC(=O)N2C(C)CCCC2C)cc1 (configuration not stated)
→ / | 3.6%
CCN(Cc1cc2cccc(C)c2[nH]c1=O)C(=O)c1ccccc1OC
→ / | 0.6%
O=c1cc(N2CCN(Cc3ccccc3)CC2)[nH]c(=O)n1-c1cccc(C(F)(F)F)c1
→ / | -5.6%
COc1cc(/C=N/NC(=O)C(=O)N2CCCC2)ccc1O
→ / | -3.1%
CCCc1ccc(C(=O)NNC(=O)c2ccc(Br)cc2)cc1
→ 93.8 | 1.6%
CCOc1ccc(-n2c(SCC(N)=O)nc3c([nH]c4ccccc43)c2=O)cc1
→ -2.9 | -5.3%
Cc1ccc(SCCC(=O)OCn2nnc3ccccc3c2=O)cc1
→ -8.6 | -2.1%
Cn1c(N)c(N2CCN(c3ccccc3)CC2)c(=O)[nH]c1=O
→ 2.7 | 1.0%
O=C(CCSCc1ccccc1Cl)NC1CCCC1
→ / | 0.2%
CCC1Oc2ccccc2N(CC(=O)Nc2ccc3c(c2)OCCO3)C1=O (configuration not stated)
→ -7.2 | 3.4%
CC1CC(C)CN(CC(=O)N2CCOCC2)C1 (configuration not stated)
→ / | 1.8%
Fc1ccccc1OCCSc1nc2ccccc2o1
→ 9.9 | -1.4%
CCOC(=O)N1CCC(n2c(SCC(=O)Nc3ccccc3OC)nc3ccccc3c2=O)CC1
→ 2.0 | 1.0%
CN(C)C(=O)c1ccc(-c2nnc(NCc3ccccc3)c3ccccc23)cc1
→ 8.6 | 4.3%

(next part)
Structure,Mtb RmlCD inh,M. tuberculosis GlmU
COc1ccc(-c2noc(-c3ccccc3C(=O)NCC3CCCO3)n2)cc1 (configuration not stated),11.1,-3.6%
CCCCOc1ccc(S(=O)(=O)NNC(=O)C2Cc3c(ccc4ccccc34)O2)cc1 (configuration not stated),14.2,1.1%
Cc1ccc(C(=O)N/N=C/c2ccc(-c3cccc(C(F)(F)F)c3)o2)cn1,9.9,-0.1%
Cc1noc(C)c1Cn1nc(C(=O)O)c2ccccc2c1=O,/,-0.6%
Cc1c(NC(=S)N/N=C\c2ccccc2O)c(=O)n(-c2ccccc2)n1C,5.6,7.8%
COc1ccc(-n2c(-c3cccc(C)c3[N+](=O)[O-])n[nH]c2=S)cc1,-11.1,8.7%
CC(=O)N1[C@H](C)C=C[C@]1(Cc1ccccc1)C(=O)O,/,-1.1%
Cc1c(NC(=O)c2cc3ccccc3c(=O)s2)c(=O)n(-c2ccccc2)n1C,/,2.4%
Cc1ccc(C)c(S(=O)(=O)Nc2ccc3scnc3c2)c1,2.6,-0.8%
COc1ccccc1-n1c(SCC(=O)Nc2cccc3ccccc23)nc(O)cc1=O,1.6,1.1%
CCOP(=O)(OCC)c1cc(C)c(O)c(C(C)(C)C)c1,6.2,1.6%
Cc1ccc(S(=O)(=O)Nc2ccc3c(c2)nc(CCN2CCCCC2)n3C)cc1,3.1,-6.4%
S=c1nc(C2CCCCC2)[nH]c2ccccc12,2.5,-2.7%
Cc1ccc(C2=NNC(C(O)C(O)C(O)C(O)CO)S2)cc1 (configuration not stated),/,2.7%
CC(=O)C(=Nc1ccccc1Cl)NNc1ccc(Cl)cc1,-7.9,0.4%
CC(=O)Nc1ccc(-c2cn3ccsc3n2)cc1,/,-0.7%
COc1ccc(Cl)cc1N(C(C)C(=O)O)S(C)(=O)=O (configuration not stated),-10.6,1.4%
O=C(CN1CCCC1)NCC12CC3CC(CC(C3)C1)C2,/,0.4%
Cc1nc2cc(CC(=O)O)ccc2o1,/,0.7%
Oc1ccc(-c2csc(-c3cccnc3)n2)c(O)c1,4.9,-5.7%
CC1CCc2c(C(=O)NCCCN3CCOCC3)csc2C1 (configuration not stated),/,-1.1%
Cc1cc(N2CCN(c3nc(-c4ccccc4)cs3)CC2)c2ccccc2n1,-7.3,4.0%
O=c1[nH]c(-c2ccncc2)nc2ccccc12,-8.8,0.8%
Cc1nc2scc(-c3ccc(C(C)(C)C)cc3)c2c(=O)n1N,2.1,-2.3%
CCCC(C(=O)OCC)P(=O)(c1ccccc1)c1ccccc1 (configuration not stated),9.2,6.2%
Cn1cnc(S(=O)(=O)Nc2cc(C(F)(F)F)ccc2N2CCOCC2)c1,/,0.7%
COc1ccccc1NCCC(=O)OCC(=O)Nc1ccc(Cl)cn1,-1.4,5.9%
CN(Cc1cnn(C)c1)Cc1nc(Cc2ccccc2Cl)no1,-7.5,-3.5%
CCn1nnc(NC(=O)c2ccc(C(C)(C)C)cc2)n1,6.4,-3.6%
O=C(O)CCC(=O)Nc1ccc(Cc2ccc(NC(=O)CCC(=O)O)cc2)cc1,/,1.1%
CS(=O)(=O)N(CCc1ccccc1)CC(=O)NCc1ccncc1,25.3,5.2%
Cc1ccc(C)c(C(=O)n2cnnc2N)c1,/,0.2%
COc1cc(C(=O)NC(C(=O)Nc2cccc(C(C)=O)c2)C(C)C)cc(OC)c1OC (configuration not stated),0.4,9.4%
Cc1ccc(S(=O)(=O)NCC(=O)OCC(=O)NC(=O)NC2CCCC2)cc1,4.1,-3.9%
COCCn1c(SCC(=O)c2ccc3c(c2)OCCO3)nnc1-c1ccco1,/,0.8%
Cc1ccc(-n2cc(CN(C)CCc3cn[nH]c3)c(-c3cccc(C)c3)n2)cc1,-9.7,0.6%
Cc1nc(C)c(-c2nnc(-c3ccc(C(C)(C)C)cc3)o2)cc1C(=O)NN,-4.7,8.0%
Cc1ccc(N(CC(=O)N/N=C/c2cc(C)n(-c3ccccc3C)c2C)S(C)(=O)=O)cc1,5.8,-7.5%
O=C(O)CN1C(=O)NC2NC(=O)NC21 (configuration not stated),/,1.4%
Cc1cccc(NC(=S)NCc2ccc3c(c2)OCO3)c1,/,1.7%
O=C(CCC1CCCC1)NCCCN1CCOCC1,12.5,1.5%
CN(C)c1ccc(/C=C2\SC(=S)N(Nc3ncc(C(F)(F)F)cc3Cl)C2=O)cc1,53.4,3.3%
Cc1noc(C)c1Cc1c(Cl)cccc1Cl,-5.3,4.7%
O=C1/C(=C/c2coc3ccc(O)cc3c2=O)SC(=S)N1c1ccccc1,-8.5,3.4%
O=C(CSc1nnc(-c2cccs2)n1-c1ccccc1)N1CCOCC1,3.5,-2.4%
CCOC(=O)c1cc2c(C(F)(F)F)cc(-c3ccccc3)nc2o1,6.6,-10.0%
CCC1CCCCN1C(=O)CSc1nc2c(c(=O)n(C)c(=O)n2C)n1C (configuration not stated),-9.6,2.1%
C=CCNC(=S)Nc1ccc(F)cc1F,/,0.6%
COc1cccc(CN2CCNC(=O)C2CC(=O)N(C)Cc2cnccn2)c1OC (configuration not stated),/,2.6%
Cc1c(-c2ccccc2)oc2c(C(=O)OCC(=O)Nc3cccc(F)c3)cccc2c1=O,/,1.6%
CCOc1cc(/C=C2\C(=O)NN(c3ccccc3)C2=O)cc([N+](=O)[O-])c1O,0.7,10.7%
CCn1c2ccccc2c2cc(NS(=O)(=O)c3ccccc3C)ccc21,0.8,-0.2%
N=c1c2c3c(sc2nc2n1CCCCC2)CCCC3,/,-5.4%
CCOc1cccc(-c2nnc(SCC(=O)Nc3cc(C)ccc3OC)n2N)c1,-10.4,2.3%
CCOC(=O)c1cnc(SC2CC(=O)N(c3ccccc3)C2=O)nc1N (configuration not stated),21.3,0.2%
CC(=NCCc1c(C)[nH]c2ccc(OC(F)(F)F)cc12)C1=C(O)CC(c2ccccc2)CC1=O (configuration not stated),-12.8,8.0%
CCC/C=C(\CCC)C(NC(=O)CCc1ccccc1)c1ccc(C(F)(F)F)cc1 (configuration not stated),/,-0.1%
CCCNc1nc2c(c(=O)n(C)c(=O)n2C)n1CCc1ccccc1,/,-2.4%
CC(=O)Nc1ccc2nc(C)n(Cc3ccc(Cl)cc3)c(=O)c2c1,/,2.1%
O=C(NCc1ccco1)c1ccc2c(c1)C(=O)N(Cc1ccccc1)C2=O,/,9.6%

Going on with the list:
Structure,Mtb RmlCD inh,M. tuberculosis GlmU
CC/C(=N\NC(=O)OC)c1ccc(OC(F)F)cc1,-8.0,5.6%
Cc1ccc(/C=N/NC(=O)CSc2nc3ccccc3n2Cc2ccccc2)o1,5.6,1.5%
Cc1nc(C(F)(F)F)c(C(=O)NC(=O)Nc2ccccc2)s1,4.0,1.6%
COc1ccc(-n2c(SCC(=O)N3CCOCC3)nnc2C(C)N2CCCCC2)cc1 (configuration not stated),-11.6,-4.0%
O=C1C2CC=CCC2C(=O)N1c1ccc(OCC(O)Cn2nnc3ccccc32)cc1 (configuration not stated),-3.4,-0.5%
CCN(c1ccccc1)S(=O)(=O)c1ccc(OC)c(OC)c1,/,-3.8%
O=C(O)CCSc1nc2ccc(Br)cc2[nH]1,/,-6.7%
O=C(CC(Cc1ccccc1)C(=O)O)NCCc1ccc2c(c1)OCO2 (configuration not stated),-1.6,5.0%
Cc1cc(C)n(-c2ccn(Cc3ccc(Cl)cc3Cl)c(=O)n2)n1,/,2.9%
Cc1cc(C)cc(C(=O)NCC(=O)OCC(=O)NCC(F)(F)F)c1,7.1,-2.6%
O=[N+]([O-])c1cn(Cc2ccccc2)cn1,2.9,10.6%

Source: PubChem BioAssay
